# High-throughput results: PubChem BioAssay, several laboratories
# S1P4 antag – human S1P4 receptor antagonism | 220,000 tested, 0.26% active | inhibition, % at 4.98 µM | AID 1510 | S1P4-expressing cells, antagonist mode, reporter read-out; in the data active means inhibition above about 29%;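 further: 0% = wells stimulated with agonist and 100% = vehicle wells without agonist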
# RBBP9 inh – human RBBP9 hydrolase inhibition. recombinant RBBP9, FP-Rh probe fluorescence polarization. inhibition, % at 7.94 µM. 220,000 tested, 0.2% active. AID 1515;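 active means inhibition above the campaign mean of all tested compounds plus 3 SD, cut at about 14% in these data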;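 further: plate controls were DMSO wells with RBBP9 for no effect and wells lacking RBBP9 protein for full effect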
# Target sequence (O75884 whole entry, looked up): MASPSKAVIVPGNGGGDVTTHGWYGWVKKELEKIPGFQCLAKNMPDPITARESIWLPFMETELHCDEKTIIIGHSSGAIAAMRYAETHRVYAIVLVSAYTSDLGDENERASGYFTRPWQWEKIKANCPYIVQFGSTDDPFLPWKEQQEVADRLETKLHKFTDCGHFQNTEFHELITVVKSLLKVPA
#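 System: RBBP9 protein / Buffer or medium: Tris/NaCl buffer pH 8.0 with 0.1% Pluronic / Probe or stimulus: Serine-hydrolase probe FP-Rh, 375 nM pre-mixing / Dosing: 7.94 µM single dose, 0.794% DMSO / Times: enzyme-compound preincubation 30 min, then probe labeling 45 min, 25 °C / Technique: fluorescence polarization (mP), excitation 525 nm, emission 598 nm / Replication: singlicate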
# BaF3 parental – parental Ba/F3 viability inhibition as JAK2V617F counter-screen. CellTiter-Glo ATP luminescence. inhibition, % at 5.6 µM. 220,000 tested, 1.1% active. AID 1486;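 active means inhibition above a per-campaign cutoff, the mean inhibition of all tested compounds plus 3 SD, cut at about 27% in these data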;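 further: 0% = DMSO wells and 100% = JAK Inhibitor I control wells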
# NPY-Y1 PAM-ag – potentiates or activates human NPY-Y1 receptor. NPY-Y1 expressing cells, potentiator/agonist activation. P25929. activation, % at 3.6 µM. 220,000 tested, 0.37% active; in the data active means activation above about 33%, passing the limit was not always enough;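 further: cells stimulated with NPY at EC10 then isoproterenol at EC100; 0% = low agonist plus stimulus and 100% = saturating agonist plus stimulus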
# S1P4 ag – agonists of human S1P4 receptor; AID 1509; activation, % at 4.98 µM; 220,000 tested, 0.35% active; S1P4-expressing cell line, agonist reporter assay; in the data active means activation above about 11%;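 further: 0% = DMSO vehicle and 100% = reference agonist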
# Ba/F3 V617F tox – reduce viability of Ba/F3 cells dependent on JAK2V617F; Ba/F3 EpoR-JAK2V617F viability, ATP luminescence; inhibition, % at 5.6 µM; 220,000 tested, 1.1% active; AID 1446;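 active means inhibition above the campaign mean plus 3 SD over all tested compounds, cut at about 24% in these data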;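 further: cytokine-independent growth of Ba/F3 cells driven by EpoR plus mutant JAK2; 0% = DMSO-treated cells and 100% = JAK inhibitor I control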
# Runt-CBFb FRET – inhibitors of human RUNX1 Runt domain binding to CBFb | Q01196+Q13951 | Cerulean-Runt/Venus-CBFb FRET ratio 530/480, 1 h | inhibition, % at 20 µM | 220,000 tested, 0.46% active | AID 1496;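 active means inhibition over about 50% at 20 µM in the single-dose screen, limit read from the data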;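 further: 0% = DMSO wells and 100% = excess unlabeled CBFb competitor control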
# Target sequence (Q01196 whole entry, looked up, the tested form may be a part): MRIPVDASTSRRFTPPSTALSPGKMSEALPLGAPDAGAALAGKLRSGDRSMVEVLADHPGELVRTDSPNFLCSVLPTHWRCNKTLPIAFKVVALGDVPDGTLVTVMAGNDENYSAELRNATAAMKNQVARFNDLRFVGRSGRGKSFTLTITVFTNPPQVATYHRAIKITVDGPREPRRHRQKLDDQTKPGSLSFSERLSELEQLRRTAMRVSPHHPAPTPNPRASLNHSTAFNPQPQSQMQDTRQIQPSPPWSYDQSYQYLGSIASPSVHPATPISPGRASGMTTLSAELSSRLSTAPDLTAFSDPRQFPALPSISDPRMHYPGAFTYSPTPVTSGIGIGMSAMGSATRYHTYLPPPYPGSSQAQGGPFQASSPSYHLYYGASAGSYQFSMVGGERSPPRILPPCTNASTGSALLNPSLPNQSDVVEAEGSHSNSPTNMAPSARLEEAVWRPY
# Target sequence (Q13951 whole entry, looked up, the tested form may be a part): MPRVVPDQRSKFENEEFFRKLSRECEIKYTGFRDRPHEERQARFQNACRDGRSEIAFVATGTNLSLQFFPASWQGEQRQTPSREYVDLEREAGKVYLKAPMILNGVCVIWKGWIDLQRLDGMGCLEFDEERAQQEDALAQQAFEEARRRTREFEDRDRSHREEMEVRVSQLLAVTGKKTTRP
#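 test system = Cerulean-Runt domain fusion protein, energy donor | probe or stimulus = Venus-CBFb binding partner, 100 nM | incubation = two 1 h room-temperature incubations shielded from light | detection = fluorescence energy transfer, 422 nm excitation, 530/480 nm emission | measure = loss of energy transfer signal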
# NPY-Y1 antag – antagonists of human neuropeptide Y receptor Y1; P25929; HEK293-CNG Y1 cells, membrane potential fluorescence; NPY at EC95, then isoproterenol; inhibition, % at 3.6 µM; 200,000 tested, 1% active; AID 1040;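 active means inhibition above the campaign mean inhibition of all tested compounds plus 3 SD, cut at about 20% in these data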;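 further: 0% = DMSO wells given NPY plus isoproterenol and 100% = isoproterenol alone without NPY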
#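 material = HEK293 cells with Y1 receptor plus CNG channel | also added = NPY 25 nM then isoproterenol 1 µM plus Ro 20-1724 25 µM | schedule = dye 3 h, compound 60 min room temperature, stimulation 45 min | measured by = membrane potential fluorescence | benchmarks = high control isoproterenol alone, low control NPY with isoproterenol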
# NPY2 pot ag – potentiators or agonists of human neuropeptide Y receptor Y2 | cells expressing NPY-Y2, potentiator/agonist read-out | activation, % at 3.6 µM | 220,000 tested, 0.45% active | AID 1359; in the data active means activation above about 27%;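 further: cells stimulated with NPY near EC25 plus isoproterenol at EC100; 0% = vehicle plus submaximal agonist and 100% = vehicle plus saturating agonist; some results beyond the cut were filed as inactive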
# * hit, by the source's call; x = no result given.
SMILES,S1P4 antag,RBBP9 inh,BaF3 parental,NPY-Y1 PAM-ag,S1P4 ag,Ba/F3 V617F tox,Runt-CBFb FRET,NPY-Y1 antag,NPY2 pot ag
O=C(CN1C(=O)c2ccccc2C1=O)OCC(=O)N1CCc2ccccc2C1,-15,-6,7,-16,1.1,0,-1,-3,-5
CCOC(=O)c1sc(Nc2ccc(Br)cc2)nc1C,-25,-6,0,8,-0.8,-1,-2,x,2
O=C(c1ccccc1)N1CCSC1=S,1,1,2,15,2.3,-1,0,5,-6
Cn1c(SCC(=O)c2ccccc2)nnc1-c1ccc(O)cc1,-41,-3,3,8,-0.1,-4,3,-9,14
CC(C)CNC(=S)NC(=O)c1ccc([N+](=O)[O-])cc1,7,-4,2,-3,-1.0,-2,-2,5,0
CCOC(=O)c1c(NS(=O)(=O)c2cccc(OC)c2)sc2c1CCC2,-6,-3,-4,-11,1.8,-4,-15,-2,4
C=CCC1CCCC(=O)N2CC[C@H](O)C12 (some centres not stated),-7,-6,8,-16,0.9,4,1,-4,0
CCCCCC1CC(CC(=O)NC(=S)Nc2ccccc2Cl)C(=O)O1 (configuration not stated),-13,-2,7,-20,0.6,0,-2,1,1
COc1ccc(S(=O)(=O)N(CC(=O)N2CCN(C)CC2)c2ccccc2)cc1OC,9,-9,6,-3,0.0,5,0,1,4
COc1ccc2nc(NC(=O)C(NS(=O)(=O)c3cccs3)C(C)C)sc2c1 (configuration not stated),-22,-5,8,24,1.2,3,3,-7,15
O=C1c2ccccc2C(=O)N1CCCCN(C(=O)c1cc2ccccc2oc1=O)c1ccc(F)cc1F,-21,-5,4,5,7.2,0,-3,-2,25
Cc1nc(N)ncc1C(=O)Nc1ccccc1,-14,-11,4,-3,1.4,3,-2,3,10
C/C(=N\NC(=O)CC#N)c1ccc(Oc2ccccc2)cc1,-8,-11,2,-3,2.3,-1,-1,2,-1
CC(=O)c1cccc(NC(=O)C(=O)c2cn(CC(=O)N3CCCCC3)c3ccccc23)c1,3,-11,3,4,0.1,-1,-3,-1,2
N#CCCN(C(=O)COC(=O)c1ccc2c(=O)n3c(nc2c1)CCC3)c1ccc(F)cc1,-2,-7,6,14,-0.9,1,1,-5,1
O=S(=O)(c1ccccc1)c1nc(-c2ccccc2)oc1N1CCCCC1,-21,5,3,1,-1.7,2,2,12,1
CC1CCN(C(=O)/C=C/c2ccc(C(C)(C)C)cc2)CC1,-7,-4,3,-32,0.6,0,-8,8,-22
CCCCCCSc1nnc(-c2cnn(-c3ccccc3)c2-n2cccc2)n1C,-5,-6,4,-32,2.2,4,-6,8,-14
CC(C)(C)c1nn2cnnc2n(/N=C/c2cccc3ccccc23)c1=O,-13,-9,3,8,-0.2,-2,-1,-1,1
O=C(CC(C(=O)O)C1CCCO1)NCCc1ccc2c(c1)OCO2 (configuration not stated),-20,-4,4,9,2.7,4,0,2,-11
Cc1occc1-c1nnc(SCC(=O)Nc2nc(-c3ccccc3)cs2)o1,-6,-4,1,-40,-0.3,-6,1,2,-10
O=C(Nc1nc(-c2cc(F)ccc2F)cs1)c1ccccn1,-9,-9,4,-14,-1.6,-5,1,-3,0
c1ccc(CCNc2nc(-c3ccccn3)cs2)cc1,-4,-2,1,10,-0.4,3,2,-3,-4
Cc1c(NC(=O)CSCc2c(F)cccc2Cl)c(=O)n(-c2ccccc2)n1C,-23,-10,5,-4,1.0,4,1,-3,1
CCn1cc(C2=NOC(C(=O)O)C2)c(C)n1 (configuration not stated),-18,-8,2,9,-0.5,-4,1,-3,5
Cc1ccc(S(=O)(=O)c2nc(-c3ccco3)oc2SCC(=O)NCC2CCCO2)cc1 (configuration not stated),5,-1,0,29,-0.4,-4,-3,-4,-4
Cc1nc(CS(=O)(=O)c2ccccn2)sc1C(=O)NNC(=O)c1ccc(Cl)cc1,10,7,-2,0,-0.4,0,1,x,-15
CN(c1ccccc1)S(=O)(=O)c1ccc(Cl)c(C(=O)OCC(N)=O)c1,-15,-2,4,6,1.3,3,1,0,7
O=C(COc1ccc(/C=N/NC(=O)c2cc3ccccc3o2)cc1Br)Nc1ccccc1,-12,-9,0,1,0.9,-1,-2,-2,-3
CSc1nc(O)c(C2OC(=O)c3ccccc32)c(=O)[nH]1 (configuration not stated),12,-5,0,10,-2.3,-1,1,2,4

# An excerpt from above in order of length of the SMILES, high to low.
SMILES,S1P4 antag,RBBP9 inh,BaF3 parental,NPY-Y1 PAM-ag,S1P4 ag,Ba/F3 V617F tox,Runt-CBFb FRET,NPY-Y1 antag,NPY2 pot ag
Cc1ccc(S(=O)(=O)c2nc(-c3ccco3)oc2SCC(=O)NCC2CCCO2)cc1 (configuration not stated),5,-1,0,29,-0.4,-4,-3,-4,-4
Cc1nc(CS(=O)(=O)c2ccccn2)sc1C(=O)NNC(=O)c1ccc(Cl)cc1,10,7,-2,0,-0.4,0,1,x,-15
CN(c1ccccc1)S(=O)(=O)c1ccc(Cl)c(C(=O)OCC(N)=O)c1,-15,-2,4,6,1.3,3,1,0,7
CC(C)(C)c1nn2cnnc2n(/N=C/c2cccc3ccccc23)c1=O,-13,-9,3,8,-0.2,-2,-1,-1,1
O=C(CC(C(=O)O)C1CCCO1)NCCc1ccc2c(c1)OCO2 (configuration not stated),-20,-4,4,9,2.7,4,0,2,-11
CSc1nc(O)c(C2OC(=O)c3ccccc32)c(=O)[nH]1 (configuration not stated),12,-5,0,10,-2.3,-1,1,2,4
O=C(Nc1nc(-c2cc(F)ccc2F)cs1)c1ccccn1,-9,-9,4,-14,-1.6,-5,1,-3,0
c1ccc(CCNc2nc(-c3ccccn3)cs2)cc1,-4,-2,1,10,-0.4,3,2,-3,-4
CCn1cc(C2=NOC(C(=O)O)C2)c(C)n1 (configuration not stated),-18,-8,2,9,-0.5,-4,1,-3,5

# (next part)
SMILES,S1P4 antag,RBBP9 inh,BaF3 parental,NPY-Y1 PAM-ag,S1P4 ag,Ba/F3 V617F tox,Runt-CBFb FRET,NPY-Y1 antag,NPY2 pot ag
CN1CCN(C(=O)c2ccccc2N(Cc2ccccc2)S(=O)(=O)c2ccccc2)CC1,-9,-6,8,-9,-4.1,4,-3,2,-21
COc1ccccc1N1CCN(S(=O)(=O)c2ccc(Br)s2)CC1,4,-7,2,-18,2.6,2,4,-1,-2
Cc1cc(C)cc(N(C(=O)c2ccc(Br)o2)C2C=CS(=O)(=O)C2)c1 (configuration not stated),-4,-6,7,-10,0.9,0,0,1,-16
CN(C)c1ccc(/C=N/NC(=O)C2COc3ccccc3O2)o1 (configuration not stated),-21,-7,-1,2,0.4,-3,2,1,-2
Cc1oc2cc(O)ccc2c(=O)c1-c1nncn1-c1ccccc1,-2,0,7,-5,0.1,2,32,-1,4
C=CCSc1nnc(Cc2c(C)[nH]c3ccccc23)o1,-4,-9,6,-10,-3.3,7,x,5,-24
COc1ccc(NC(=O)CN(C2CCCCC2)S(C)(=O)=O)cc1OC,-14,2,-1,-3,0.9,-3,1,-3,3
CCOc1ccccc1NC(=O)CN(C)S(=O)(=O)c1cnc[nH]1,-10,2,-3,8,1.3,-3,1,-4,13
CCC(c1nnnn1C(C)(C)CC)N1CCN(c2ccccc2F)CC1 (configuration not stated),5,-5,1,-5,0.5,3,-2,11,-16
O=C(O)C1CC(=O)N(c2ccc(OCc3ccccc3)cc2)C1 (configuration not stated),0,-4,-2,11,0.5,-4,-1,7,10
CCOC(=S)SCc1cn2ccccc2n1,-4,-1,4,10,-0.7,-1,x,-4,1
COC(=O)c1c(-c2ccccc2)csc1NC(=O)c1c(-c2ccccc2)noc1C,-7,-2,13,-41,-0.8,3,2,9,-24
CCC(=O)Nc1ccc(NC(=S)NC(=O)/C=C/c2ccccc2)cc1,-14,1,5,-8,0.5,-9,-5,-6,-7
N#Cc1cn(Cc2cccc(Cl)c2)c2ccccc12,-20,-7,7,1,0.2,4,-2,-5,5
COc1ccc(N=C2SC(C(=O)Nc3ccc(F)cc3)CC(=O)N2C)cc1 (configuration not stated),-4,-3,11,-3,0.6,5,x,-4,7
CC1=NN(C(=O)c2csc(C)c2)C(O)(C(F)(F)F)C1 (configuration not stated),13,-1,2,2,-4.0,-1,1,0,-23
CC(C)(C)C(=O)NC(=S)N1CCCC1,-16,1,4,-7,0.0,4,-2,-5,3
CC(=O)C1=C(Nc2ccccc2)CC(C)(O)C(C(C)=O)C1c1ccccc1 (configuration not stated),-4,0,-1,8,1.8,-1,0,x,2
COc1cnc(-c2ccccc2)nc1Oc1ccc(Cl)cc1C,-3,-13,4,-5,1.5,0,-1,4,1
COC(=O)c1ccccc1NC(=O)/C=C/c1ccco1,-10,-1,6,26,1.6,1,0,-7,33*
O=C(Nc1cccnc1)c1ccc(Cl)cc1[N+](=O)[O-],-1,-1,8,-22,-1.6,6,2,2,4
O=C(CSc1nnc2scc(-c3ccccc3)n12)NCc1ccco1,-9,-2,-3,-5,0.8,-3,-3,-1,15
Cn1nc(-c2ccccc2)c(-c2nc(-c3ccc(Cl)cc3)no2)c1Cl,1,-7,4,-1,-0.5,2,-1,-1,-9
COc1ccc(NC(=S)N2CCN(C(c3ccccc3)c3ccccc3)CC2)c(OC)c1,12,-11,16,11,0.7,3,-3,-7,-42
Cc1cccc(N2CCN(C(=O)CCCOc3ccccc3)CC2)c1C,-3,-1,-1,-6,3.5,-2,-6,19,-16
O=C(CSc1ncn[nH]1)c1cccc([N+](=O)[O-])c1,-10,-9,3,-4,1.5,3,7,1,-3
COc1ccccc1C(=O)C1CCCN(C(=O)CSc2ccccn2)C1 (configuration not stated),-4,2,0,8,2.4,2,1,-1,0
CCNc1nc(N2CCOCC2)nc(N(c2ccccc2)c2ccccc2)n1,-11,3,1,13,0.8,-1,3,-1,3
CCn1c(=O)c(=O)n(CC)c2cc(S(=O)(=O)Nc3ccc(C)cc3)ccc21,5,-6,3,-7,-1.3,3,-2,x,-15
CCCN1C(=O)COc2ccc(-c3n[nH]c(=O)c4ccccc34)cc21,-2,-6,3,4,-0.6,3,-1,5,-21
O=C(NC1CCCCC1)c1ccc(S(=O)(=O)N2CCCC2)cc1,3,0,3,-14,2.1,-2,0,0,-7
